# Avidin bead fluor = green autofluorescence of compounds with avidin beads – biophysical, 488/530 nm, flow cytometry, artefact control, profiling panel; fluorescence (KMESF) at 10 µM; AID 1775, 2009; compound fluorescence 488/530 nm; active compounds read high; actives 0.38% (n = 220,000); in the data active = fluorescence above about 47; note: inactives centre near 10
# Rac1 wt modul = wildtype Rac1 GTP binding modulators, primary screen, biochemical, GST-Rac1 beads, flow cytometry, multiplex; GTP binding activity (% of control), % at 10 µM; fluorescent GTP binding; actives lie on both sides; 0 = cold GTP competed, 100 = untreated; actives 0.27% (n = 190,000);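 active = GTP binding activity at least 20 points away from the 100% control level, either lower or higher; inconclusive = compound flagged as likely green fluorescent, judged across all proteins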
# Pf gametocyte = late stage P. falciparum gametocyte viability inhibitors, primary screen, ATP luminescence, HTS; AID 743093, 2013; actives 0.065% (n = 150,000); inhibition, % at 10.9 µM; P. falciparum stage V gametocytes, 24 h;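 active = inhibition above the mean plus 3 SD of compounds within the control limits, set per campaign, cut at about 38% in these data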;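 note: 0% = DMSO wells and 100% = medium only without gametocytes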
# Mcl1 Bid PPI = Mcl-1/Bid binding inhibitors, primary screen, biochemical, TR-FRET, 1536-well; actives 0.97% (n = 220,000); inhibition, % at 21.7 µM; TR-FRET Mcl-1/Bid-Dy647 peptide binding;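 active = compounds that cut the binding signal by more than half at the single screening dose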;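 note: His-tagged Mcl-1 with europium anti-His antibody binding Bid BH3 peptide; 0% = Mcl-1 plus peptide wells and 100% = peptide-only wells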
# Target sequence (Q07820 whole entry, looked up): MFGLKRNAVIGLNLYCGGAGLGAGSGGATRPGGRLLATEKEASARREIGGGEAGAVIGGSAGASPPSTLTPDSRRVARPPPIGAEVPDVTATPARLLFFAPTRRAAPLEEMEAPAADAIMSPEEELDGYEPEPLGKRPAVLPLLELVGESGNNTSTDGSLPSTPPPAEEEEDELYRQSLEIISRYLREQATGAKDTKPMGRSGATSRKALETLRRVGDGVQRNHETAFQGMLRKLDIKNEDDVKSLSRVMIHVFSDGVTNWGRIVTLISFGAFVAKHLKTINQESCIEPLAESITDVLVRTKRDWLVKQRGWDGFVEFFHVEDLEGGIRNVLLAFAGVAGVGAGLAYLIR
# GSH bead fluor = compound fluorescence on glutathione beads, profiling panel, artefact control, biophysical, 488/530 nm, flow cytometry; GSH beads flow cytometry, compound fluorescence 488/530 nm; active compounds read high; fluorescence (KMESF) at 10 µM; actives 0.25% (n = 190,000); AID 1776, 2009; in the data active = fluorescence above about 89;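 note: glutathione beads carrying GST-tagged Bcl family fusion proteins plus one bare bead set; values are compound well signal with DMSO vehicle wells as background; inactives centre near 16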
# Rac1 mut GTP = GTP binding modulators of activated mutant Rac1, primary screen, biochemical, bead-based flow cytometry, multiplex, fluorescent GTP; actives 0.11% (n = 190,000); percent activity (GTP binding), % at 10 µM; Ras-related C3 botulinum toxin substrate 1 (Homo sapiens), P63000; GST-Rac1 activated beads; actives lie on both sides; 100% means binding = to untreated wells;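 active = GTP binding at least 20 percentage points away from the 100% baseline, in either direction, so actives lie on both sides; inconclusive = Compound likely fluorescent itself, or too few beads counted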
# Rab7 wt GTP bind = modulators of GTP binding to Rab7, primary screen, biochemical, wildtype, multiplex bead flow cytometry; Rab7 GTPase wild type (dog), Bodipy-FL-GTP binding; GST-Rab7 beads, fluorescent GTP binding; actives lie on both sides; untreated = 100%, excess cold GTP = 0%; GTP binding activity (percent of control), % at 10 µM; actives 0.055% (n = 190,000); AID 758, 2007;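 active = fluorescent GTP binding to Rab7 beads changed by at least 20 points from the 100% baseline, either direction, mostly lower; inconclusive = compound itself probably fluorescent, or too few beads counted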;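 note: median green fluorescence of bound Bodipy-FL-GTP per Rab7 bead population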
# Rab2 wt GTP = modulators of GTP binding to Rab2A wildtype, primary screen, biochemical, dog, bead-based flow cytometry, multiplex | GST-Rab2 wt beads, Bodipy-GTP binding | GTP binding activity, % at 10 µM | actives 0.19% (n = 190,000);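 active = GTP binding activity at least 20 points away from 100%, either lowered or raised; inconclusive = signal likely due to the compound's own green fluorescence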;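 note: 0% = beads with excess unlabeled GTP and 100% = no-compound control corrected for plate trend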
# Cdc42 wt = modulators of GTP binding to wildtype Cdc42, primary screen, biochemical, multiplex bead flow cytometry, Bodipy-GTP; AID 761, 2007; actives 0.2% (n = 190,000); GST-Cdc42 beads; actives lie on both sides; Cell division control protein 42 homolog (Homo sapiens), P60953; percent activity (GTP binding), % at 10 µM;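 active = percent activity GTP binding at least 20 points away from the 100% baseline, either down as inhibitor or up as activator; inconclusive = compound flagged as likely green fluorescent from well-wide comparison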;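 note: median bead fluorescence of bound Bodipy-FL-GTP at 100 nM; 0% = excess unlabeled GTP control and 100% = no compound control; below 100% means less GTP binding so inhibitor and above means activator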
# Target sequence (P60953 whole entry, looked up): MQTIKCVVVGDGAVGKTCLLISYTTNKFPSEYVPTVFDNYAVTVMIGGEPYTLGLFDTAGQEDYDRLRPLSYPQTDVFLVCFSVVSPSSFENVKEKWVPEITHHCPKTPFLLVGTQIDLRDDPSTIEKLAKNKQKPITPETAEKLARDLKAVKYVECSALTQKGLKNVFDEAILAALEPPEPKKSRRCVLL
# Mcl1-Noxa inh = Mcl-1/Noxa binding inhibitors, primary screen, biochemical, TR-FRET, 1536-well; Induced myeloid leukemia cell differentiation protein Mcl-1 (Homo sapiens), Q07820; inhibition, % at 21.7 µM; TR-FRET Mcl-1/Noxa peptide binding, 2 h; actives 1.5% (n = 220,000);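 active = compounds that cut the protein-peptide binding signal by more than 50% relative to plate controls in a single-dose test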;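 note: His-tagged Mcl-1 with rhodamine Noxa BH3 peptide and terbium anti-His antibody; 0% = Mcl-1 plus Noxa peptide wells and 100% = peptide-only wells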
# HRas wt GTP bind = modulators of GTP binding to HRas wildtype, primary screen, biochemical, bead-based flow cytometry, multiplex; GST-Ras wt beads, Bodipy-FL-GTP binding; actives lie on both sides; GTPase HRas (Homo sapiens), P01112; actives 0.14% (n = 190,000); AID 759, 2007; GTP binding activity, % at 10 µM;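 active = GTP binding activity at least 20% away from the 100% baseline, either lowered as inhibitor or raised as activator; inconclusive = flagged as likely green fluorescent, judged across all proteins in the well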;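 note: 0% = unlabeled GTP competition control and 100% = no-compound control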
# Target sequence (P01112 whole entry, looked up): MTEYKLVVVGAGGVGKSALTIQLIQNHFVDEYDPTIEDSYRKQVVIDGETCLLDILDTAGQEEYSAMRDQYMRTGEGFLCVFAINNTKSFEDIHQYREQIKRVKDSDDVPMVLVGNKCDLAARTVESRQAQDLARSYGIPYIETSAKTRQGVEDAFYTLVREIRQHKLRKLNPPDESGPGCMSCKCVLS
# An asterisk follows results filed as active; ? = inconclusive; / = no result given.
SMILES,Avidin bead fluor,Rac1 wt modul,Pf gametocyte,Mcl1 Bid PPI,GSH bead fluor,Rac1 mut GTP,Rab7 wt GTP bind,Rab2 wt GTP,Cdc42 wt,Mcl1-Noxa inh,HRas wt GTP bind
CCN(CC)S(=O)(=O)c1cccc(-c2n[nH]c(=S)n2Cc2ccccc2)c1,25,95,-10,-25,62,93,102,96,91,21,94
Cc1ccc(OCC(=O)Nc2ccc(S(=O)(=O)Nc3ccccn3)cc2)c(C)c1,14,105,-14,-24,15,101,99,97,99,-2,102
Cc1nn(CCc2n[nH]c(=S)n2C)c(C)c1Br,10,?,/,-46,8,?,?,?,?,12,?
O=C(CSc1ccc([N+](=O)[O-])cn1)Nc1ccc(N2CCOCC2)cc1,10,100,3,-40,16,98,95,97,98,20,98
Cc1cccc2sc(NC(=O)c3ccc(Cl)s3)nc12,7,105,/,-9,21,101,96,101,103,-10,100
O=C(Cn1c(Cc2ccccc2)nc2ccccc21)NCc1ccc2c(c1)OCO2,14,102,18,-5,8,98,102,100,102,16,98
O=C(COc1ccc(Cl)cc1)NCCN1CCCCC1,6,96,/,-5,18,93,105,95,90,-13,98
CC1CN(c2nc3c(c(=O)n(C)c(=O)n3C)n2Cc2c(F)cccc2Cl)CC(C)O1 (stereo not given),44,101,20,-16,10,97,95,100,100,-8,99
COc1cc(OC)cc(C(=O)Nc2ccc([N+](=O)[O-])cn2)c1,8,103,/,-25,12,102,98,100,100,-9,100
COc1ccccc1-c1nc(NC(C)=O)n[nH]1,26,105,/,-18,25,100,96,99,101,-2,99
Cc1ccc(-c2cc(C(=O)Nc3nccs3)c3ccccc3n2)c(C)c1,19,105,9,-5,16,100,104,99,99,8,100
CCC1=NN(C(=O)Cc2ccc(OC)cc2)C(O)(C(F)(F)F)C1 (stereo not given),3,100,-10,2,23,99,94,100,99,6,98
Cc1nc(NCC2CCCO2)nc2c1C(=O)CC(C)(C)C2 (stereo not given),10,98,10,-18,85,96,96,96,98,-3,98
CCN(CC(=O)Nc1ccc2c(c1)CCC2)Cc1nc2ccccc2c(=O)[nH]1,14,101,/,-18,28,97,101,100,96,-4,99
CC(=O)Nc1ccc(OCC(O)Cn2c(C)nc3ccccc32)cc1 (stereo not given),9,93,-8,-17,53,92,99,93,95,12,95
Cc1ccc2[nH]c(=O)c(C3C(C#N)=C(N)Oc4c3ccc3cccnc43)cc2c1 (stereo not given),32,100,11,60*,23,97,98,98,97,33,101
CS(=O)(=O)N(CC(=O)O)c1ccc(Oc2ccccc2)cc1,11,101,/,7,37,100,94,98,99,10,99
Cc1cc(C)c(C(=O)Cn2cnc3cc([N+](=O)[O-])ccc3c2=O)cc1C,/,?,5,-2,8,?,?,?,?,-9,?
COc1cc(OC)c(NC(=O)c2cccc(F)c2)cc1Cl,15,104,/,-12,13,97,99,100,106,-4,101
COc1ccc(NC(=O)N2CCCC(c3nc(-c4ccc(OC)cc4)no3)C2)cc1 (stereo not given),9,89,-27,5,9,88,98,90,89,-1,92
Cc1ccc(CNC(=O)CNC(=S)N(Cc2ccccc2)Cc2ccccc2F)cc1,11,95,13,3,15,94,93,93,92,4,94
Cc1ccc(C(=O)NC2CCCCCC2)o1,10,102,3,-19,13,99,98,100,101,9,100
CCc1ccc(NC(=O)N(CCCN2CCOCC2)C(C)c2cc3cccc(OC)c3o2)cc1 (stereo not given),4,105,/,-14,18,102,106,104,104,16,103
O=C(CSc1nnc(-c2ccco2)o1)NC(=O)Cc1ccccc1,8,105,2,-25,23,101,105,103,102,-4,104
C=CCn1c(COc2ccccc2F)nnc1SCC(=O)Nc1cc2oc3ccccc3c2cc1OC,11,100,1,3,29,94,97,97,96,-1,98
N#Cc1cc2c(ccc3ccccc32)oc1=O,7,102,3,-6,15,95,95,95,97,2,94
NNC(=O)C(=O)NCCCN1CCOCC1,12,101,10,-30,15,96,105,100,100,5,97
CCOC(=O)c1nn(-c2ccc(OCC)cc2)c2nc(-c3ccco3)c(C#N)c(=O)n12,4,109,7,8,20,98,101,100,99,1,103
CNc1ncnc2sc(-c3ccccc3)cc12,0,94,4,-19,11,94,94,96,93,29,94
Cn1cnnc1SCC(=O)NCc1ccccc1,9,98,5,-4,16,96,95,95,99,8,96
O=C(c1ccc(OC2CCN(CCc3ccccc3)CC2)cc1)N1CCCC(CO)C1 (stereo not given),2,95,1,-45,10,93,102,97,92,13,94
O=[N+]([O-])c1cc(/C=N/N/C(=N/c2ccccn2)c2ccccn2)ccc1O,8,?,-32,-47,11,?,?,?,?,-11,?
COCCCNC(=S)NCCNc1nc2cc(C)cc(C)c2cc1C#N,10,99,-6,-57,15,95,100,96,93,-6,98
Cc1cccc(NC(=O)c2ccc(C3SCC(=O)N3CCc3ccccc3)cc2)c1C (stereo not given),15,100,/,0,21,99,98,98,100,2,99
S=c1[nH]nc(COc2ccccc2)n1/N=C/C(Cl)=C/c1ccccc1,9,88,-6,-15,29,89,93,93,91,/,94
CCOc1ccc(CSC2=NCCN2)cc1[N+](=O)[O-],13,109,-4,-10,13,100,104,102,103,19,104
Cc1ccccc1OC(C)C(=O)NCc1cccnc1 (stereo not given),22,95,-6,-14,10,94,90,94,95,-16,94
O=C(CCc1ccccc1)NNc1cc(N2CCCCC2)nc(N2CCCCC2)n1,9,97,16,-15,22,97,105,102,97,-1,98
O=C(CCN1C(=O)C2C3CCC(C3)C2C1=O)Nc1ccc([N+](=O)[O-])cc1 (stereo not given),12,99,-16,-5,73,98,97,99,97,15,97
Cc1ccc(CSCCC(=O)NCCc2ccc(Cl)cc2)cc1,121*,101,0,-16,17,100,100,103,103,1,103
COC(=O)C(C(=O)Nc1cc(C)on1)C1CCCCCC1 (stereo not given),9,106,4,-35,13,101,103,102,101,21,101
O=C(Nc1ccccc1Oc1ccccc1)c1cccc([N+](=O)[O-])c1,11,102,-12,-8,28,100,103,105,101,12,103
Clc1ccc(CN2CCN(/N=C/c3ccco3)CC2)cc1,8,92,-9,-47,13,93,100,98,97,-12,98
O=C(CNc1ccccc1)N/N=C/c1cc([N+](=O)[O-])ccc1N1CCCC1,8,101,/,-75,39,97,98,97,98,25,97
COc1ccc(NC(=O)[C@H](COCc2ccccc2)NC(=O)OC(C)(C)C)cc1,16,?,/,-9,17,?,?,?,?,16,?
Cc1ccc(OCCN2C(=O)c3ccccc3C2=O)cc1,18,95,6,4,13,94,95,96,98,-3,98
COc1ccc(C(=O)c2c[nH]c(C(=O)N=CN(C)C)c2)cc1,8,94,/,-21,13,95,104,98,95,-3,98
O=C(CCCc1cccs1)Nc1ccc2c(c1)OCO2,24,97,15,-25,23,93,97,94,91,2,94
Clc1ccc(Cc2ccc(Cl)nn2)c(Cl)c1,11,98,/,1,36,95,101,96,96,-10,98
Cc1nc2ccc(S(=O)(=O)N(C)CC(=O)N3CCc4ccccc43)cc2s1,24,104,/,-29,13,96,102,98,102,18,100

# Additional records.
SMILES,Avidin bead fluor,Rac1 wt modul,Pf gametocyte,Mcl1 Bid PPI,GSH bead fluor,Rac1 mut GTP,Rab7 wt GTP bind,Rab2 wt GTP,Cdc42 wt,Mcl1-Noxa inh,HRas wt GTP bind
c1ccc2oc(SCc3nc4ccccc4s3)nc2c1,24,?,/,-6,17,?,?,?,?,-2,?
C=C(C(=O)c1ccccc1)C(CC(=O)c1ccccc1)c1ccccc1 (stereo not given),37,103,10,-8,11,99,100,100,97,-4,101
O=C(NCc1ccco1)c1cnn2c(C(F)F)cc(-c3ccccc3)nc12,4,99,/,14,29,96,99,98,97,9,98
CCOC(=O)N1CCC(NC(=O)CS(=O)Cc2nc(-c3ccc(OC)c(OC)c3)oc2C)CC1 (stereo not given),6,100,3,4,16,97,104,103,101,9,101
CCCCCC(=O)Nc1ccc(N2CCN(C(=O)c3ccccc3)CC2)cc1,11,106,5,-49,29,103,98,101,105,2,101
COc1ccc(S(=O)(=O)N(C)c2ccc(C(=O)N3CCC(C(N)=O)CC3)cc2)cc1OC,11,103,-24,0,18,97,106,100,103,5,102
COc1cc(CN2CCNC(=O)C2CC(=O)N(C)Cc2cccnc2)cc(OC)c1 (stereo not given),10,97,13,-9,8,96,94,96,95,7,94
C=CCN1C(=O)/C(=C\c2ccc(Cl)cc2)N=C1SCC(=O)NCCC,33,100,/,-7,19,98,98,98,98,17,100
CCOC(=O)C1CCN(c2nc3ccccc3nc2C(C#N)C(=O)OC(C)COC)CC1 (stereo not given),7,100,13,-14,55,96,101,100,99,-8,100
Cc1ccc(S(=O)(=O)N2CCOCC2)cc1NC(=O)Cn1ccsc1=N,9,110,/,-21,9,101,106,102,103,-5,105
Cc1ccc2c(c1)[nH]c1c(=O)n(CCCN3CCOCC3)cnc12,9,97,2,-24,7,98,97,99,99,2,100
CC(C)CNC(=O)c1ccccc1NC(=O)CN(c1ccccc1)S(=O)(=O)N(C)C,6,100,10,-44,13,96,108,100,100,-18,98
COc1ccc(/C=N/NC(=O)c2ccc(CSc3nc(C)cc(C)n3)cc2)c(OC)c1OC,4,103,8,-31,13,101,98,101,100,8,100
CN(C)c1ccc(CNn2cnnc2)cc1,13,102,/,-11,29,97,102,101,102,16,101
CCN(CC)CCNC(=O)c1ccc(CS(=O)(=O)c2ccc(Br)cc2)o1,20,104,/,58*,14,101,103,103,106,9,102
Cc1nnc(SCC(N)=O)n1CCc1ccccc1,6,102,/,4,16,98,97,97,99,2,98
COc1ccc(C(=O)Nc2ccc(Oc3ncnc4sc(-c5ccccc5)cc34)cc2)cc1OC,6,104,6,-4,17,100,102,99,101,0,100
Cc1cc(=O)[nH]c(-c2ccccc2O)n1,7,?,/,-55,67,?,?,?,?,2,?

# Assay outcomes deposited in PubChem BioAssay by several laboratories.
